# Source: PubChem (National Center for Advancing Translational Sciences (NCATS))
# CXXC DNA block = qHTS Fluorescence Polarization Assay for Inhibitors of MLL CXXC domain - DNA interaction | AID 2662, 2010 | Potency, µM (top dose mostly 115 µM), for the others: at the top dose activity change, negative = inhibition, hits mostly inhibitors | MLL-CXXC / FITC-HOXA9 DNA fluorescence polarization | Histone-lysine N-methyltransferase 2A (Homo sapiens), Q03164 | 290,000 tested, 0.037% active; active = well fitted inhibition curve with a large enough effect in the polarisation, with a control signal flat, not every such curve was filed as active; the % refers to the polarisation; note: potency is the fitted concentration of half-maximal effect
#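 Purified MLL-CXXC (added from a 7 uM solution) was preincubated 5 min at ambient with pinned compounds in 50 mM Tris-HCl pH 7.5, 50 mM NaCl, 1 mM DTT, 0.05% BSA. Fluorescein-labeled HOX-A9 DNA (50 nM solution) followed, 30 min, then polarization read.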
# Coupling enz = qHTS Assay for Inhibitors of Fructose-1,6-bisphosphate Aldolase from Giardia Lamblia: Coupling assay counterscreen; coupling enzyme system counterscreen, AmpLite Red fluorescence; activity change, negative = inhibition, % at 58.2 µM, hits read low; 290,000 tested, 0.67% active; AID 2472, 2010; in the data active = activity change below about -30%; note: % is set by controls: 0 for no effect and ±100 for the full control effect
#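 Coupling enzymes only (glyceraldehyde-3-phosphate) + compound, at 57.5 uM final, 10 min RT; add substrate/coupling/AmpLite Red mix, 20 min RT; fluorescence ex 525/em 598 nm. Actives flag coupling-system interference.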
# Numbers without * were called inactive; nt = not tested or not shown; & = joins results of further samples; [ ] = another dose, or the depositor's remark.
no.	compound	CXXC DNA block	Coupling enz
1	CN(C)CCCSc1ccccc1NC(=O)/C=C\c1ccccc1	nt	-1
2	O=C(O)CCC/C=C\C[C@H]1C(=O)C[C@@H](O)[C@@H]1/C=C/[C@@H](O)CCc1ccccc1	nt	1
3	C=CCSCC=C	nt	0
4	O=c1cc(-c2ccc(O)cc2)oc2cc(O)ccc12	nt	-1
5	CCCCCC(=O)O[C@@]1(C(C)=O)CCC2C3CCC4=CC(=O)CC[C@@]4(C)C3CC[C@]21C (stereo not given in full)	nt	1
6	O=c1cc(-c2ccc(O)cc2)oc2cc(O[C@@H]3O[C@H](CO)[C@H](O)[C@H](O)[C@H]3O)cc(O)c12	nt	4
7	CC(=O)N(C[C@@H](O)CO)c1c(I)c(C(=O)NC[C@@H](O)CO)c(I)c(C(=O)NC[C@@H](O)CO)c1I	nt	3
8	CC1(C)OC2CC(=O)OCC23C1CC(=O)C1(C)C3CC[C@@]2(C)[C@H](c3ccoc3)OC(=O)C3OC312 (stereo not given in full)	nt	0
9	OC1(c2ccc(Cl)c(C(F)(F)F)c2)CCN(CCCC(c2ccc(F)cc2)c2ccc(F)cc2)CC1	nt	-9
10	CCN(CC)C[C@@H]1CCCCN1CC(=O)N1c2ccccc2C(=O)Nc2cccnc21	nt	1
11	O=C(Cn1ccnc1[N+](=O)[O-])NCCO	nt	1&2
12	C[C@H]1[C@H](C)CC[C@]2(C(=O)O)CC[C@]3(C)C(=CCC4[C@@]5(C)C[C@@H](O)[C@H](O)[C@@](C)(CO)[C@@H]5CC[C@]43C)[C@H]12 (stereo not given in full)	nt	2

# Reformatted with each value named: 4 of the compounds above.
4: O=c1cc(-c2ccc(O)cc2)oc2cc(O)ccc12
  CXXC DNA block = nt	Coupling enz = -1
8: CC1(C)OC2CC(=O)OCC23C1CC(=O)C1(C)C3CC[C@@]2(C)[C@H](c3ccoc3)OC(=O)C3OC312 (stereo not given in full)
  CXXC DNA block = nt	Coupling enz = 0
1: CN(C)CCCSc1ccccc1NC(=O)/C=C\c1ccccc1
  CXXC DNA block = nt	Coupling enz = -1
6: O=c1cc(-c2ccc(O)cc2)oc2cc(O[C@@H]3O[C@H](CO)[C@H](O)[C@H](O)[C@H]3O)cc(O)c12
  CXXC DNA block = nt	Coupling enz = 4

# (more compounds)
no.	compound	CXXC DNA block	Coupling enz
13	CCCC(NC(C)C(=O)N1C(C(=O)O)CC2CCCCC21)C(=O)OCC (stereo not given)	nt	2
14	CCCC(=O)O	0%	nt
15	C#C[C@]1(OC(C)=O)CC[C@H]2[C@@H]3CCC4=C/C(=N/O)CC[C@@H]4[C@H]3CC[C@@]21CC	7%	nt
16	COc1cccc(CCc2ccccc2OCC(CN(C)C)OC(=O)CCC(=O)O)c1 (stereo not given)	3%	nt
17	CCN(CC)CCOc1ccccc1C(=O)CCc1ccccc1	6%	nt
18	CC1CCC(C(C)C)C(OC(=O)c2ccccc2O)C1 (stereo not given)	-2%	nt
19	O=S(=O)(O)c1ccc2nc(-c3ccccc3)[nH]c2c1	0%	nt
20	CCCSS/C(CCO)=C(/C)N(C=O)Cc1cnc(C)nc1N	-1%	nt
21	N/C(=N\N=C\c1ccc(Cl)cc1)N/N=C/c1ccc(Cl)cc1	-7%	nt
22	CC1=C(c2ccc(NN=C(C#N)C#N)cc2)NNC(=O)C1	-3%	nt
23	CCOC(=O)c1cccc(N)c1	-5%	nt
24	CCCCCCCC/C=C\CCCCCCCCN	14%	nt

# Full records, looked up by structure. Order of screens: CXXC DNA block	Coupling enz
# Shown for `O=c1cc(-c2ccc(O)cc2)oc2cc(O)ccc12` = nt	-1
# Shown for `CCN(CC)C[C@@H]1CCCCN1CC(=O)N1c2ccccc2C(=O)Nc2cccnc21` = nt	1

# More records:
no.	compound	CXXC DNA block	Coupling enz
25	CCC(C)C(N)C(=O)O (stereo not given)	-7%	nt
26	Cc1ccccc1N=Nc1ccc(N=Nc2c(O)ccc3ccccc23)c(C)c1	3%	nt
27	CC[C@]1(O)CC2CN(CCc3c([nH]c4ccccc34)[C@@](C(=O)OC)(c3cc4c(cc3OC)N(C)[C@H]3[C@@](O)(C(=O)OC)[C@H](OC(C)=O)[C@]5(CC)C=CCN6CC[C@]43[C@@H]65)C2)C1 (stereo not given in full)	10%	nt
28	CCNC(=O)/C=C/c1cccc(Br)c1	5%	nt
29	Cc1c(C(=O)O)c(O)cc2c1C(=O)c1c(O)c([C@H]3O[C@H](CO)[C@@H](O)[C@H](O)[C@H]3O)c(O)c(O)c1C2=O	-1%	-11&-9
30	O=C(O)CN1C(=O)c2cccc3cccc(c23)C1=O	2%	5
31	CC(=O)[C@@H]1CC[C@@H]2[C@@H]3C[C@H](C)C4=CC(=O)CC[C@@]4(C)[C@H]3[C@H](O)C[C@]21C	-3%[51.4 µM]	2
32	Nc1nccs1	8%	5
33	COC(=O)c1cccnc1	3%	-3&1
34	NC(=O)n1c(O)c(C(=O)c2cccs2)c2cc(Cl)ccc21	-12%	-7
35	CC[C@@H](C)C(N)C(=O)O (stereo not given in full)	8%	2
36	O=C1NC(=O)[C@@]2(CCOc3ccc(F)cc32)N1	0%	-1

# Along the list, as entered above.
# Coupling enz, nos. 28 to 35 → nt, -11&-9, 5, 2, 5, -3&1, -7, 2
# CXXC DNA block, nos. 28 to 35 → 5%, -1%, 2%, -3%[51.4 µM], 8%, 3%, -12%, 8%

# Next part.
no.	compound	CXXC DNA block	Coupling enz
37	C=CC(C)(O)CC/C=C(\C)CCC=C(C)C (stereo not given)	2%	-1
38	C=CCN1C(=O)C(CC(C)C)NC1=S (stereo not given)	2%&6%	6
39	CCCOC(=O)c1ccccc1	-5%	0&1
40	NS(=O)(=O)c1cc2c(cc1C(F)(F)F)N[C@H](Cc1ccccc1)NS2(=O)=O	4%[51.4 µM]	-1
41	COc1ccc(-c2cc(=O)c3c(O)cc(O[C@H]4OC(COC5OC(C)C(O)C(O)[C@H]5O)C(O)C(O)C4O)cc3o2)cc1O (stereo not given in full)	12%	2
42	CC(=O)NCCCCCC(=O)O	-3%	0

# An excerpt (hit frequency here may not be typical).
